Granule exo inh – blocks lytic granule exocytosis; TALL-104 LAMP-1 surface exposure, flow cytometry; cells stimulated with thapsigargin and PMA; inhibition, % at 10 µM; 360,000 compounds, 0.66% hits; AID 651702;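 active = inhibition above about 55%, limit read from the data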
Cardio protect – modulators protecting cardiomyocytes from myocardial damage; H9c2 cardiomyocytes, H2O2 injury protection, ATPLite, 2 h; protection from H2O2 cell death, % at 20 µM; 360,000 compounds, 0.63% hits; AID 588492;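 active = compounds giving at least 50% protection of heart cells from peroxide-induced death in the single-dose screen, raw or plate-pattern-corrected value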;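 also: 0% = DMSO wells with peroxide and 100% = DMSO wells without peroxide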
aDG glyco act – alpha-DG glycosylation activation; 360,000 compounds, 0.22% hits; activation, % at 10 µM; Pro5-aDG cells, alpha-DG glycosylation AlphaScreen (IIH6); 0% Pro5, 100% B10-LARGE cell signal;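 active = activation of at least 8% versus controls, or a plate z-score of at least 8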;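 also: Pro5 are CHO cells carrying HIG-tagged alpha-DG that lacks glycosylation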
ABCB6 inh 2 – human ABCB6 transporter inhibition; fluorescence ratio to DMSO, % at 10 µM; AID 602162; K562-ABCB6 porphyrin accumulation, flow cytometry, 1 h; stronger effect = lower value; 360,000 compounds, 0.19% hits;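 active = fluorescence ratio to DMSO below 75%, the collection mean minus 3 SD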;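 also: signal is porphyrin accumulated inside mitochondria; 100% equals median channel fluorescence of DMSO control wells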
Vif inh – inhibitors of HIV Vif. inhibition, % at 7.49 µM. 340,000 compounds, 0.35% hits. HEK293T cells, Vif self-association by quenched fluorescence, imaging, 24 h; in the data active = inhibition above about 50%, passing the limit was not always enough; also: some results filed as inactive read as strong as hits
m5-HT2A agonist – agonists of mouse serotonin 5-HT2A receptor (HTR2A); activation, % at 7.6 µM; 360,000 compounds, 0.66% hits; CHO-K1 mHTR2A beta-arrestin complementation, luminescence; percent of 30 µM serotonin response; P35363;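 active = activation above a run cutoff, the mean activation of all tested compounds plus 3 SD, cut at about 14% in these data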;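 also: 0% = plate median of compound wells and 100% = 30 µM serotonin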
Target sequence (P35363 whole entry, looked up): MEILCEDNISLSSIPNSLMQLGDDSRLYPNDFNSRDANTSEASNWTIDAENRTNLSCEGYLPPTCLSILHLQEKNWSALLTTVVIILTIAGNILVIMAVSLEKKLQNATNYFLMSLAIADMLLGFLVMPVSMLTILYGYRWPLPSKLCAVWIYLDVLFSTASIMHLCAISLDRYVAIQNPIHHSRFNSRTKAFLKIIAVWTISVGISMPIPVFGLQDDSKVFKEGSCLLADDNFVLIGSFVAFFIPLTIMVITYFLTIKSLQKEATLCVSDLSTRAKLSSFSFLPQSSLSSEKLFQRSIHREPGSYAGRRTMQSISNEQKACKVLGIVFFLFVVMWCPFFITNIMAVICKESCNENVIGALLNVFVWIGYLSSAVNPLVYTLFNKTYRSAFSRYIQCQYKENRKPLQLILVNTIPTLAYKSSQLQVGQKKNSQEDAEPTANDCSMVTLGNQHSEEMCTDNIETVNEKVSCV
PDI inh – blocks human protein disulfide isomerase activity; PDI insulin aggregation turbidity, A650, 90 min; inhibition, % at 10 µM; 350,000 compounds, 0.052% hits; AID 588391;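 active = mean inhibition across replicates of 30% or more, whatever share of single replicates reach that level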;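 also: absorbance from insulin aggregation driven by PDI reduction with DTT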
Target sequence (P07237 whole entry, looked up): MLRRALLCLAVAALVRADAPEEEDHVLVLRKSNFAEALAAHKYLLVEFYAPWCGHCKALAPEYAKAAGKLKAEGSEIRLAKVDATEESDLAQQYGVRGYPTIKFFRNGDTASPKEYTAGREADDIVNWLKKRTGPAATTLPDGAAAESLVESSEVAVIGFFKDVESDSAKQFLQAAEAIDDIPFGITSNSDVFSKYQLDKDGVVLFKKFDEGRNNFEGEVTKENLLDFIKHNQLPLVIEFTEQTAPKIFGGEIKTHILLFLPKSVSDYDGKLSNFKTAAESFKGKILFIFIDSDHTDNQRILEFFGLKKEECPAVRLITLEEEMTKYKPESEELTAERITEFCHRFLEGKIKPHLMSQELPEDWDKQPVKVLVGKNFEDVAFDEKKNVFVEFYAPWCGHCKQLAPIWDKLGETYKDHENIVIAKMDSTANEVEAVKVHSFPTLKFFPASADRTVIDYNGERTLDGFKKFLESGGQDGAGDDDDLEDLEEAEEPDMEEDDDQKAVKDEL
iPSC survival up – increases survival of single human iPS cells. hiPSC single-cell survival, ATPlite luminescence; 100% = ROCK inhibitor wells, 0% = DMSO. survival enhancement, % at 20 µM. 360,000 compounds, 0.044% hits. AID 602274; in the data active = survival enhancement above about 18%;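 also: cells exposed to compounds for 16 hours before the ATP read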
CaV13 ICDI inh – Primary screen for inhibitors of IQ motif and Ca2+-dependent inactivation inhibitor domain binding in CACNA1D, Förster resonance energy transfer in living cells, …; 340,000 compounds, 0.098% hits; inhibition, % at 12.3 µM; HEK cells, CFP/YFP FRET ICDI-IQ, plate reader, 10 min; percent FRET-ratio fall versus neutral wells;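 active = mean replicate inhibition of at least 30% and at least 1% of replicates passing that level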;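 also: 0% = median of the neutral control wells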
N-glyco inh – N-linked glycosylation inhibition; D54 ERlucT glycosylation luciferase reporter, 24 h; percent of 100 nM tunicamycin response; 360,000 compounds, 0.23% hits; reporter increase, % at 12.5 µM;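 active = mean luciferase reporter signal, scaled so untreated is 0 and the glycosylation-blocking control 100, at or above a set limit in every replicate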;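 also: luciferase carries N-glycosylation sites so blocking glycosylation raises the light; 0% = median of neutral control wells and 100% = median of 100 nM tunicamycin wells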
The depositor's hits bear a star; . = not tested or not shown.

SMILES | Granule exo inh | Cardio protect | aDG glyco act | ABCB6 inh 2 | Vif inh | m5-HT2A agonist | PDI inh | iPSC survival up | CaV13 ICDI inh | N-glyco inh
COCCn1nnnc1C(CC(C)C)N1CCN(c2nc3ccccc3s2)CC1 (centres undefined) | -5 | 13 | -0.1 | 95 | -2 | 1 | 2 | 0.9 | -14 | 3
Cc1cc(C)nc(NS(=O)(=O)c2ccc(NC(=O)c3ccc(O)cc3O)cc2)n1 | -10 | 8 | 0.1 | 98 | 1 | 1 | 1 | -0.7 | -19 | -2
O=C(NC(Cc1c[nH]c2ccccc12)C(=O)Nc1ccc(F)c([N+](=O)[O-])c1)c1cccs1 (centres undefined) | 20 | 9 | 0.1 | 90 | 0 | -6 | 25 | -0.9 | -2 | -14
CN(C)/N=C/c1ccc([N+](=O)[O-])cc1[N+](=O)[O-] | 1 | -8 | 0.0 | 102 | 1 | -2 | 1 | -0.7 | -5 | 0
Cc1ccc(C)n1NC(=O)c1ccc([N+](=O)[O-])cc1 | -2 | 6 | -0.3 | 98 | -16 | -3 | 5 | -0.5 | -5 | 1
CSc1ccc(Cl)c(C(=O)OCC(=O)NC2CC2)c1 | 0 | 4 | -0.2 | 91 | 19 | -1 | -17 | 2.1 | -4 | 1
Cc1cc(C)c2c(=O)n3c(nc2c1)C(Cc1ccc(O)cc1)NC(=O)c1cccnc1-3 (centres undefined) | 0 | 12 | 0.0 | 96 | -13 | -5 | 44* | 0.7 | -5 | -2
Cc1ccc2cc3cc(C(=O)NCc4ccco4)oc3nc2c1 | 2 | -12 | 1.0 | 84 | -2 | 5 | 0 | -1.8 | -5 | 3
CN(CCNC(=O)C1CCN(c2ncnc3c2nc2n3CCCCC2)CC1)Cc1ccccc1 | -1 | -2 | 0.2 | 104 | -7 | -3 | -1 | -0.2 | -4 | -3
CCOC(=O)c1c(NC(=O)COC(=O)c2ccc(S(=O)(=O)C(F)F)cc2)sc(C(=O)N(C)C)c1C | 0 | 29 | -0.2 | 103 | -4 | 2 | 11 | -2.9 | -6 | 0
COc1cc(/C=N\NC(=O)CNC(=O)C2COc3ccccc3O2)ccc1O (centres undefined) | 1 | 0 | -0.2 | 98 | 5 | 5 | 4 | 2.9 | -5 | 3
COc1ccc(C/C(C)=N/NC(=O)c2cc(C)oc2C)cc1 | -4 | -1 | 0.0 | 99 | 5 | 2 | -5 | -1.4 | -6 | 2
Cc1cc2oc3c(c(=O)c2cc1C)C(c1ccc(F)cc1)N(CCCN1CCOCC1)C3=O (centres undefined) | -4 | -1 | -0.2 | 96 | -4 | -3 | 7 | -2.2 | -6 | 0
CCOc1ccc(/C=C2\SC(=S)N(NS(=O)(=O)c3ccccc3)C2=O)cc1OC | 12 | 15 | 0.0 | 98 | -3 | 3 | 1 | -0.5 | -17 | 0
Cc1cccc(Nc2c([N+](=O)[O-])ccc3nonc23)c1 | 3 | -2 | -0.1 | 96 | -2 | -2 | 14 | -0.5 | -15 | 1
O=C(NNC(=O)c1cccc2ccccc12)c1cccc(Br)c1 | 0 | -2 | 0.4 | 95 | -1 | -3 | 1 | 1.5 | -7 | 1
Cc1cc(C)c2oc(-c3ccc(C)c(NC(=S)NC(=O)/C=C/c4ccco4)c3)nc2c1 | -8 | 7 | -0.1 | 87 | -3 | 4 | 2 | -0.7 | -2 | 1
CNC(=O)NC(=O)C(C)OC(=O)CCCc1nc2ccccc2s1 (centres undefined) | 2 | 4 | 0.8 | 98 | 6 | 4 | 8 | -0.1 | -2 | -1
O=C(Nc1ccccc1F)c1cc(S(=O)(=O)N2CCOCC2)cs1 | -6 | -4 | -0.1 | 97 | -3 | 1 | 0 | -0.3 | -3 | 1
O=C(Cc1ccc(S(=O)(=O)N2CCOCC2)s1)N1CCN(S(=O)(=O)c2ccccc2F)CC1 | -3 | 2 | 0.0 | 98 | 15 | 7 | 14 | -0.3 | -5 | -4
O=C(CCC1CCCN(C(=O)c2ccoc2)C1)NCc1ccccc1F (centres undefined) | 0 | 0 | -0.1 | 100 | 1 | 2 | 3 | -0.2 | -1 | 1
CC(=O)OCC(=O)C1(O)CCC2C3CCC4C(OC(C)=O)C(=O)CCC4(C)C3C(=O)CC21C (centres undefined) | -3 | -2 | -0.2 | 94 | 4 | -1 | -6 | 2.1 | -2 | 0
N#Cc1ccccc1NC(=O)COC(=O)c1ccc(F)cc1F | -9 | 3 | -0.1 | 90 | 19 | -4 | -7 | 1.0 | -5 | 1
CCS(=O)CC(=O)Nc1c(-c2ccccc2)oc2ccccc2c1=O (centres undefined) | -2 | 6 | 0.0 | 103 | -4 | 3 | 2 | -0.8 | -4 | 1

Reformatted with values under each structure: 2 of the compounds above
Values run as follows: Granule exo inh | Cardio protect | aDG glyco act | ABCB6 inh 2 | Vif inh | m5-HT2A agonist | PDI inh | iPSC survival up | CaV13 ICDI inh | N-glyco inh
- O=C(NNC(=O)c1cccc2ccccc12)c1cccc(Br)c1
 : 0 | -2 | 0.4 | 95 | -1 | -3 | 1 | 1.5 | -7 | 1
- Cc1cc(C)c2oc(-c3ccc(C)c(NC(=S)NC(=O)/C=C/c4ccco4)c3)nc2c1
 : -8 | 7 | -0.1 | 87 | -3 | 4 | 2 | -0.7 | -2 | 1

The list goes on:
SMILES | Granule exo inh | Cardio protect | aDG glyco act | ABCB6 inh 2 | Vif inh | m5-HT2A agonist | PDI inh | iPSC survival up | CaV13 ICDI inh | N-glyco inh
O=C1CC(c2cccc(Oc3ccccc3)c2)NC(=O)N1 (centres undefined) | -1 | 0 | -0.2 | 102 | 33 | -6 | -3 | 0.8 | -4 | 1
COc1ccc(OC)c(NC(=O)c2cc(-c3cc(C)c(C)cc3O)n[nH]2)c1 | 4 | -3 | 0.1 | 101 | -3 | -2 | 2 | 0.7 | -2 | 2
COc1cc(/C=C2/SC(=Nc3ccc(O)cc3)NC2=O)ccc1O | 34 | 6 | -0.2 | 131 | -1 | -1 | 0 | -0.8 | -4 | 1
O=C(CSc1nc(C(F)(F)F)cc(=O)[nH]1)N1CCCCCC1 | 1 | 12 | -0.3 | 97 | 5 | 5 | -4 | -0.3 | -6 | -1
COc1ccc(OCCC(=O)Nc2cc(C)on2)cc1 | 2 | 1 | -0.1 | 105 | -2 | -4 | 7 | -0.1 | -3 | 0
Cc1c(CN2CCCC(C(=O)Nc3cccc(-n4cccn4)c3)C2)cnn1C (centres undefined) | -6 | 5 | 0.0 | 108 | -1 | -8 | 3 | -0.5 | -7 | 1
O=C(NCc1ccco1)C(c1ccco1)N(CCc1ccccc1)C(=O)Cn1nnc2ccccc21 (centres undefined) | 0 | 12 | 0.6 | 90 | 1 | 0 | 7 | -1.6 | -2 | -2
CC(C)(C)c1[nH]nc2c1C(c1ccco1)C(C#N)=C(N)O2 (centres undefined) | 0 | 1 | -0.3 | 104 | -2 | 2 | -4 | 0.5 | 1 | 0
C=CCOc1ccc2c(c1)c(=O)cc(C(=O)O)n2CC | 0 | 0 | -0.2 | 91 | 6 | -2 | -7 | -0.3 | -21 | 1
CC1=CCC[C@H]2[C@H](C1)C(=O)C[C@@H](C)[C@]2(C)CC/C(=C/CO)CO | 3 | 2 | 0.3 | 100 | -6 | 0 | . | -1.3 | . | -4
C=C(C)c1cccc(C(C)(C)NC(=O)NC(c2ccccc2)c2ccc(OC)cc2)c1 (centres undefined) | 3 | 0 | -0.1 | 101 | -8 | -2 | 17 | -0.1 | -17 | -1
CC1CN(C(=O)c2cnn3c(C(F)F)cc(-c4ccccc4)nc23)CC(C)O1 (centres undefined) | 0 | -1 | 0.3 | 98 | 2 | 0 | -1 | 0.5 | -5 | 5
O=C(C[C@@H]1C/C=C\CCC(=O)OC[C@@H]2CCCN2C1=O)N[C@@H](CO)Cc1ccccc1 | 1 | 5 | 0.0 | 98 | 2 | 0 | -3 | -2.0 | -11 | 0
CCC(=O)NCCc1cc2cc(C)c(C)cc2[nH]c1=O | -1 | 15 | -0.1 | 91 | 10 | 12 | -1 | 1.5 | -2 | 1
Cc1cc(C)c(C)c(OCC(=O)O/N=C(\N)c2ccncc2)c1 | 15 | 3 | 0.2 | 96 | -1 | -2 | -30 | 0.5 | -4 | -3
COC(=O)C(=C/C=C/c1ccco1)C(=O)OC | -4 | 6 | -0.1 | 99 | 0 | 2 | -1 | -0.4 | -5 | 7
Cc1cc(=S)cc(C)n1CCCn1ccnc1 | -1 | 7 | -0.1 | 105 | 6 | 3 | -5 | -2.5 | -5 | 0
C/C(=N\NC(N)=S)c1ccc2c(c1)OCCO2 | 13 | -1 | 0.0 | 101 | -15 | -1 | -1 | -0.5 | -1 | 3
CSCCC(C(=O)N1CC2(C)CC1CC(C)(C)C2)N1C(=O)c2ccccc2C1=O (centres undefined) | 1 | 9 | -0.3 | 97 | . | 10 | 0 | 4.1 | -4 | 1
Cc1ccc(O)c(C2=Nc3ccccc3C2(C)C)c1 | 2 | -23 | -0.1 | 95 | . | 2 | -2 | -1.1 | -6 | 0
Cc1c(NC(=O)Nc2ccc(Cl)c(Cl)c2)sc(=S)n1C | 4 | -28 | 0.5 | 95 | 1 | -2 | 3 | -2.4 | -2 | 0
COc1ccc(NC(=S)NC(=O)c2csnn2)cc1 | -1 | -4 | 0.1 | 97 | 0 | -4 | -2 | 2.1 | -6 | 2
COCCNC(=O)CSc1c2c(nc3ccc(Cl)cc13)CCCC2 | 2 | -5 | 0.3 | 102 | 8 | -4 | 1 | -2.1 | 11 | 3
COC(=O)CSc1nc2c(c(-c3ccc(O)cc3)c1C#N)CCCC2 | -1 | -11 | -0.7 | 95 | 2 | -2 | 0 | 1.4 | -5 | 0
Cc1ccc(C(=O)Nc2ccccc2N2CCCCC2)cc1 | 26 | -2 | 0.0 | 95 | -10 | -9 | -2 | -0.8 | -3 | -3
COc1ccc(C2=CC(=O)CC(C)(C)C2)cc1 | -1 | 2 | -0.1 | 86 | 1 | -1 | 0 | 1.1 | -6 | 1
Cc1ccc(C)c(N(C(=O)Cn2nnc(-c3cccs3)n2)C(C(=O)NC2CCCC2)c2ccncc2)c1 (centres undefined) | 0 | 5 | 0.7 | 96 | 0 | 2 | 0 | 1.0 | . | 0
C/C(=N\NC(=O)c1ccncc1)c1cccnc1 | 2 | 5 | -0.1 | 100 | 4 | -8 | -4 | -0.2 | -3 | 2
COc1cccc(CNC(=O)CCCn2nc(C)c3c(C)n(-c4ccccc4)nc3c2=O)c1 | -5 | -4 | 1.2 | 112 | 15 | 2 | 6 | 0.2 | -3 | -1
COCCn1c(-c2ccc(-c3ccccc3Cl)o2)nc2c1c(=O)[nH]c(=O)n2CC(C)C | 4 | -14 | -0.1 | 98 | -1 | 1 | -5 | -1.1 | -6 | 3
O=C(N/N=C/c1ccc(C(=O)O)cc1)C(=O)N1CCCCCC1 | 3 | 1 | -0.2 | 98 | -4 | 8 | 10 | -0.4 | . | 2
O=c1[nH]c(SCc2nc3ccccc3c(=O)n2-c2ccccc2C(F)(F)F)nc2ccccc12 | 2 | 10 | 0.1 | 96 | -1 | -2 | 7 | -1.1 | -4 | 3
CCCc1cc(=O)oc2cc(C)cc(OCC(=O)N3CCC(C(N)=O)CC3)c12 | 0 | 9 | 0.0 | 103 | -5 | 0 | . | 1.3 | . | 2
Cc1onc(-c2c(Cl)cccc2Cl)c1NC(=O)NN(C)c1ccc([N+](=O)[O-])cn1 | -4 | 1 | -0.1 | 94 | 4 | -5 | -6 | -0.4 | -3 | 0

Compound activity: PubChem, several laboratories
